LmPK inhibitor: qHTS Assay for Inhibitors of Leishmania Mexicana Pyruvate Kinase (LmPK) | Q27686 | purified LmPK, Kinase-Glo ATP luminescence, 1 h | Potency, µM (highest dose often 57.5 µM), inactives show at the highest dose activity change, negative = inhibition, usual class: inhibitors | actives 0.37% (n = 290,000) | AID 1721, 2009; further: potency means the concentration at half of the fitted maximal effect
Target sequence (Q27686 whole entry, looked up): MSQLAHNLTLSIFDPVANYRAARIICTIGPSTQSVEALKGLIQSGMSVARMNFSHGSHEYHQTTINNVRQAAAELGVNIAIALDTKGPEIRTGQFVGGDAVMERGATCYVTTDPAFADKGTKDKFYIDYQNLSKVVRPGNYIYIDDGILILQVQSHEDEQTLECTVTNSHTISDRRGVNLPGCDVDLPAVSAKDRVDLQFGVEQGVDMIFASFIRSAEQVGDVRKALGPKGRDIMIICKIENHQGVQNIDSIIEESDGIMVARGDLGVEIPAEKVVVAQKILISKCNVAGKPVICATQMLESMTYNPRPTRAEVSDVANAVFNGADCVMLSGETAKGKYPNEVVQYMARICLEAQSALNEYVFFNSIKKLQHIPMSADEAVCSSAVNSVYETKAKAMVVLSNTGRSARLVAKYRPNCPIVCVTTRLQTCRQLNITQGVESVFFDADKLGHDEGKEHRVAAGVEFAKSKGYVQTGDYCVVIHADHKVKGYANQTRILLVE
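qHTS format; LmPK 0.1 nM; substrates PEP 0.5 mM and ADP 0.1 mM. One-hour room-temperature incubation, then coupled luciferase luminescence; 0.5 nM enzyme wells mark activation.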
Sm TGR block: qHTS Assay for the Inhibitors of Schistosoma Mansoni Peroxiredoxins. Schistosoma mansoni thioredoxin glutathione reductase (TGR), Q962Y6. purified TGR, DTNB reduction, TNB absorbance 405 nm. Potency, µM (titrated, usually from 114 µM), inactives show at the top dose activity change, negative = inhibition, hits mostly inhibitors. actives 3% (n = 360,000). AID 485364, 2010; further: potency means the concentration at half of the fitted maximal effect; nearly all actives have a fitted effect of over 60% in size
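Kinetic colorimetric format: TGR-catalysed, NADPH-driven DTNB reduction monitored via TNB absorbance. Enzyme dispensed at 20 nM; compound exposure 15 min at room temperature before reaction start.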
AMA1 RON2 block: qHTS for Inhibitors of AMA1-RON; Towards Development of Antimalarial Drug Lead: Primary Screen; Plasmodium falciparum AMA1 (3D7) - RON2 peptide interaction; AlphaScreen AMA1-biotinylated RON2 peptide binding; Potency, µM (titrated, usually from 58.2 µM), for the others: at the top dose activity change, negative = inhibition, hits mostly inhibitors; actives 0.2% (n = 360,000); AID 720542, 2013;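 further: potency means the concentration at half of the fitted maximal effect; 0% = vehicle wells and -100% = peptide control; nearly all actives have a fitted effect of over 45% in size; some results filed as inactive show a strong effect at the top dose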
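AMA1 (3D7) with his tag at 25 nM final met compounds first, then biotinylated RON2 peptide at 25 nM; detection used donor plus acceptor beads, 10 µg/mL apiece, read by AlphaScreen after 30 min at room temperature.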
Tb PYK inh: qHTS of Trypanosoma Brucei Inhibitors | TbPYK enzyme, Kinase-Glo Plus ATP luminescence, 45 min | Potency, µM (titrated, usually from 76.8 µM), inactives show top-dose activity, negative = inhibition, hits mostly inhibitors | actives 0.12% (n = 410,000) | pyruvate kinase (Trypanosoma brucei), Q57TT1; further: potency means the concentration at half of the fitted maximal effect; nearly all actives have a fitted effect of over 50% in size
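In this concentration-response screen, enzyme-free wells defined baseline while DMSO plates tracked drift. Each reaction combined TbPYK, substrate, compound and 130 uM ADP for 45 min at room temperature. Kinase-Glo Plus luminescence gave the signal.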
AmpC inh no detg: qHTS Inhibitors of AmpC Beta-Lactamase (assay without detergent) | P00811 | AmpC nitrocefin hydrolysis, absorbance 480 nm, 0.0001% Triton | Potency, µM (titrated, usually from 57.1 µM), inactives show top-dose activity change, negative = inhibition, actives largely listed as inhibitors | actives 0.52% (n = 330,000);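 further: potency means the concentration at half of the fitted maximal effect; plate controls were no compound for no effect and no enzyme for full effect; nearly all actives have a fitted effect of over 20% in size; some results filed as inactive show a strong effect at the top dose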
Target sequence (P00811 whole entry, looked up): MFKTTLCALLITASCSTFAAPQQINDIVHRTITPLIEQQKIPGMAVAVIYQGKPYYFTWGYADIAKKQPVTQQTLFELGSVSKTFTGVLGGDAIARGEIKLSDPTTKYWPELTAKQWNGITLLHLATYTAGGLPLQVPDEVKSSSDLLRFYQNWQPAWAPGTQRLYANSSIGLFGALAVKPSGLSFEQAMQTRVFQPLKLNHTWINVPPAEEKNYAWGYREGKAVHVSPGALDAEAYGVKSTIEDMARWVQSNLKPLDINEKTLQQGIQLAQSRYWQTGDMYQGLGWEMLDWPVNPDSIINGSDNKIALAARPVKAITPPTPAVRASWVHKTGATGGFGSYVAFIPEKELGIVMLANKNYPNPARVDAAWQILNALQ
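20 mM phosphate pH 7.0 + 0.01% (detergent screen) or 0.0001% Triton X-100; 5.3 nM AmpC reagent; cpd preinc 15 min RT; nitrocefin (800 uM stock) to start; A480 q20 s × 4 min; Activity was normalised to no-enzyme and no-compound control wells.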
HCMV inh: qHTS Assay for inhibitors of the human cytomegalovirus (HCMV). AID 1259415, 2018. HFF cells, HCMV-luciferase reporter, 72 h; active compounds read low. activity change, negative = inhibition, % at 57.5 µM. actives 4.5% (n = 410,000); in the data active means activity change below about -60%; inconclusive means no clear call, values can overlap the other calls; inactive means above about -39%
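Two-dose cell screen: HFF monolayers treated with compounds and infected with luciferase-expressing HCMV at 1 PFU/cell, 72 h at 37C, then lysed for luciferase measurement.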
AmpC inh detg: qHTS Inhibitors of AmpC Beta-Lactamase (assay with detergent) | P00811 | Potency, µM (series often up to 114 µM), inactives show top-dose activity change, negative = inhibition, most hits filed as inhibitors | AmpC hydrolysis of nitrocefin, absorbance 480 nm, 0.01% Triton | actives 0.041% (n = 370,000) | AID 485294, 2010;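 further: potency means the concentration at half of the fitted maximal effect; 0% = no-compound wells and -100% = no-enzyme wells; nearly all actives have a fitted effect of over 25% in size; some results filed as inactive show a strong effect at the top dose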
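20 mM phosphate pH 7.0 + 0.01% (detergent screen) or 0.0001% Triton X-100; 5.3 nM AmpC reagent; cpd preinc 15 min RT; nitrocefin (800 uM stock) to start; A480 q20 s × 4 min; Activity was normalised to no-enzyme and no-compound control wells.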
Starred values were filed as active, the others as inactive; u = inconclusive; x = not tested or not shown; [ ] = remark or other dose. Unless noted, the call rests on the fitted dose curve; in most records, active means well fitted curve in the direction sought with a large enough effect; inconclusive means small, poorly fitted or top-dose-only effect, or another doubt; inactive means no such curve, though single readings can be large; an effect the other way counts as inactive or inconclusive. Unless noted, on the % scale 0 is the no-effect control and ±100 the full control effect.

entry	Compound	LmPK inhibitor	Sm TGR block	AMA1 RON2 block	Tb PYK inh	AmpC inh no detg	HCMV inh	AmpC inh detg
1	Cc1ccc(S(=O)(=O)CC(=O)c2cc(C)c(O)c(C)c2)cc1	4.6%	-33.9%	-14.8%	0.8%	54.8%	-9.1	1.1%
2	O=S1CCCSC1c1cccnc1 (stereo unspecified)	2.5%	-7.5%	-2.1%	3.0%	-13.2%	18.8	u
3	O=C(CSc1ccccc1C(=O)O)NCC1CCCCC1	0.1%	0.8%	12.3%	0.4%	-13.5%	-18.2	-1.8%
4	CC1CCCCC1NC(=O)CSc1nc2ccccc2[nH]1 (stereo unspecified)	1.5%	1.1%	4.7%	-1.6%	-12.4%	-5.6	-12.6%
5	C[C@]12CCC3C(CC[C@H]4CCCC[C@]34C)C1CC[C@@]2(O)CNCCO (stereo partly specified)	-2.2%	55.9%[activator]	0.1%	-2.1%	-2.2%	-1.0	-1.3%
6	N#C/C(=C(\O)c1ccco1)c1ccccn1	-2.4%	1.5%	31.3%[activator]	-0.7%	-4.3%	30.9	1.6%
7	Brc1ccccc1Cn1c(-c2cscn2)nc2ccccc21	3.3%	2.3%	10.0%	-6.5%	38.4%	-37.3	1.4%
8	Cc1ccc(C(=O)/C=C2\NCC(C)NC2=O)cc1 (stereo unspecified)	-18.8%	3.4%	3.7%	2.7%	-15.2%	-17.9	1.2%
9	CCN(C(=O)CSc1ccccn1)C1CCCCC1	x	x	-3.3%	-3.0%	-3.0%	-28.3	x
10	O=C(CSc1nnc(CNC(=O)C23CC4CC(CC(C4)C2)C3)n1-c1ccc(F)cc1)Nc1ccccc1	1.1%	4.2%	17.3%[2.32 µM]	-10.2%	105.4%[activator]	36.5	u
11	O=C(COC(=O)/C=C/c1cccc(C(F)(F)F)c1)NC(=O)NCc1ccccc1	x	0.0%	-9.9%	0.9%	-19.9%	8.8	u
12	Cc1ccc(S(=O)(=O)c2nc(-c3ccc(F)cc3)oc2N2CCN(c3ccccc3)CC2)cc1	x	-1.0%	x	1.3%	x	0.1	0.2%
13	CC(C)(C)C(=O)Nc1ccc(-c2nc3ccc(NC(=O)C(C)(C)C)cc3[nH]2)cc1	x	-2.2%	x	-1.8%	x	39.6	9.8%
14	COc1ccccc1NC(=O)NNC(=O)c1ccc2c(c1)NC(=O)C(C)(C)O2	-5.4%	8.9%	40.6%[activator]	1.1%	-24.0%	2.6	0.8%
15	CCN(CCO)c1ncnc2onc(-c3ccc(F)cc3)c12	-0.9%	-10.2%	-0.1%	-9.9%	-2.0%	-1.1	-11.3%
16	COc1ccc(CNc2nc(-c3ccco3)nn2S(=O)(=O)c2ccc(Cl)cc2)cc1OC	x	u	x	-2.0%	x	8.7	1.5%
17	O[C@@H]1CN(CC2CCCCC2)[C@@H](c2ccc(Cl)cc2)C[C@H]1n1cc(-c2ccc(F)cc2)nn1	x	x	-4.2%	3.6%	x	31.0	x
18	N#CC(C#N)=Cc1cccn1-c1ccc(C(=O)O)cc1	-2.5%	53.5%[activator]	0.4%	0.0%	-12.4%	3.6	-8.7%
19	Cc1ccc(S(=O)(=O)N/N=C/c2c(C)nn(-c3ccccc3)c2C)cc1	5.3%	0.4%	-0.2%	1.2%	-3.4%	45.0	2.5%
20	Cc1ccc(Cl)cc1N1CCN(S(=O)(=O)c2c(C)[nH]c(=O)[nH]c2=O)CC1	2.1%	-1.0%	-2.6%	-5.2%	-33.8%	-20.7	5.8%
21	CCOc1ccc(NC(=O)CSc2nc3ccsc3c(=O)n2CCCCC(=O)O)cc1	x	x	-14.7%	-10.2%	x	-15.7	x
22	CC(=O)Nc1ccccc1C(=O)OCc1ccccc1F	-2.7%	-0.2%	-2.1%	1.5%	-7.1%	-13.2	-4.8%
23	O=S(=O)(Nc1cccc(S(=O)(=O)N2CCCCCC2)c1)c1ccccc1	-2.6%	2.4%	-6.4%	-2.8%	-35.9%	-31.9	-6.3%
24	Cn1c(=O)n(C)c2cc(NC(=O)CSc3nnc(-c4ccccc4O)n3-c3ccccc3)ccc21	0.0%	-14.6%	7.8%	1.3%	-2.4%	75.7	-4.8%
25	Cc1onc(-c2ccccc2)c1NC(=O)N(CCC#N)Cc1ccccc1	0.2%	5.5%	-9.8%	1.5%	-15.8%	25.0	-9.6%

Later entries
| No. | mol | LmPK inhibitor | Sm TGR block | AMA1 RON2 block | Tb PYK inh | AmpC inh no detg | HCMV inh | AmpC inh detg |
| --- | --- | --- | --- | --- | --- | --- | --- | --- |
| 26 | COc1ccc(/C=C2\SC(=O)N(CCc3nnc(N)s3)C2=O)cc1 | 3.4% | 9.3% | -5.7% | -4.5% | -14.0% | 116.3 | 1.8% |
| 27 | CCOc1cc(C=O)ccc1OS(=O)(=O)c1ccc(NC(C)=O)cc1 | 3.2% | -7.0% | -1.5% | 4.2% | -9.1% | 27.4 | -9.4% |
| 28 | O=C(Nc1ccccc1Cc1ccccc1)c1ccc2c(c1)SC1=NS(=O)(=O)CCN12 | 0.6% | 1.0% | -3.1%[2.32 µM] | -5.4% | -29.1% | u | 6.3% |
| 29 | O=C(NCC1OCCc2ccccc21)c1cc(COc2ccc(F)cc2Cl)on1 (stereo unspecified) | 5.5% | 0.9% | -1.1% | -0.2% | -2.3% | u | -0.4% |
| 30 | COc1ccc(N(CC(=O)Nc2ccc(C)c(F)c2)S(=O)(=O)c2c(C)noc2C)cc1 | 0.7% | 8.2% | -1.1% | 1.0% | -37.0% | 49.9 | 4.0% |
| 31 | CCC(NC(=O)c1ccccc1O)c1ccccc1 (stereo unspecified) | -8.7% | 2.7% | 6.1% | -1.2% | -41.2% | -15.7 | -6.7% |
| 32 | CCC(=O)Nc1cccc(NC(=O)CSc2nnnn2C)c1 | -0.9% | 10.2% | 4.2% | 1.4% | -13.6% | 3.3 | u |
| 33 | CCCCOc1ccc(OCCNC(=O)c2ccco2)cc1 | 10.0% | 5.3% | -2.3% | -5.9% | 11.0% | 8.8 | 5.1% |
| 34 | COc1ccc(OCCCCOc2ccccc2Cl)cc1 | 2.1% | 9.1% | 81.0%[activator] | -7.4% | -16.0% | 41.2 | -1.4% |
| 35 | Nc1cccn2c(-c3ccc(Cl)cc3)cnc12 | -24.4% | -23.1% | 4.9% | -5.3% | -45.1% | 126.3 | 4.4% |
| 36 | Cc1ccc(NC2(c3nnnn3-c3c(C)cccc3C)CCCCC2)cc1 | 2.0% | -2.1% | -23.9% | 2.9% | -58.8% | -74.1* | -18.1% |
| 37 | COc1ccc(OC)c(CNC(=O)C2CCCN(c3nc4ccccc4o3)C2)c1 (stereo unspecified) | 9.8% | 1.9% | 4.2% | -5.5% | 62.1%[activator] | 7.6 | -1.6% |
| 38 | CCOC(=O)C1CCN(C(=O)COC(=O)c2ccc(=O)n(Cc3ccccc3)n2)CC1 | x | 3.4% | 5.8% | 2.0% | -0.1% | -12.9 | -17.6% |
| 39 | O=C(O)C1CCCCC1C(=O)Nc1ccc(F)cc1F (stereo unspecified) | -3.5% | 6.8% | 1.5% | 3.3% | -22.1% | 73.5 | -9.4% |
| 40 | CCc1ccc(CNC(=O)c2ccc(Cn3c(=O)c4cccn4c4cccnc43)cc2)cc1 | x | 3.3% | x | -6.0% | x | 1.9 | 1.3% |

Next section (3 carried over from the part before).
| No. | mol | LmPK inhibitor | Sm TGR block | AMA1 RON2 block | Tb PYK inh | AmpC inh no detg | HCMV inh | AmpC inh detg |
| --- | --- | --- | --- | --- | --- | --- | --- | --- |
| 38 | CCOC(=O)C1CCN(C(=O)COC(=O)c2ccc(=O)n(Cc3ccccc3)n2)CC1 | x | 3.4% | 5.8% | 2.0% | -0.1% | -12.9 | -17.6% |
| 39 | O=C(O)C1CCCCC1C(=O)Nc1ccc(F)cc1F (stereo unspecified) | -3.5% | 6.8% | 1.5% | 3.3% | -22.1% | 73.5 | -9.4% |
| 40 | CCc1ccc(CNC(=O)c2ccc(Cn3c(=O)c4cccn4c4cccnc43)cc2)cc1 | x | 3.3% | x | -6.0% | x | 1.9 | 1.3% |
| 41 | CCc1ccc(C(=O)COC(=O)c2cnccn2)cc1 | -1.1% | 3.0% | -0.3% | 5.5% | -15.6% | -5.6 | u |
| 42 | COc1ccc(C(=O)NCC(=O)Nc2ccc(F)cc2)cc1OC | 3.4% | 7.4% | 22.2% | -3.6% | -24.3% | 72.3 | -11.9% |
| 43 | O=[N+]([O-])c1ccc(C=NN2CCOCC2)s1 | x | x | -10.9% | 0.5% | x | -13.0 | x |
| 44 | O=C(COC(=O)c1ccccc1O)Nc1cccc(S(=O)(=O)N2CCCC2)c1 | x | -19.5% | 1.3% | -5.6% | -46.0% | -24.3 | -7.2% |
| 45 | Cc1c(Cl)c([N+](=O)[O-])nn1CCCC(=O)Nc1ccc(Cl)cc1Cl | 5.0% | 4.3% | -29.4% | 5.0% | 3.2% | 22.7 | 3.7% |
| 46 | CSCCCNC(=O)c1ccc(OC2CCN(CCc3ccccc3)CC2)cc1 | 7.0% | 9.8% | -4.2% | 5.4% | 35.4% | 0.0 | 6.9% |
| 47 | CCOC(=O)NN=C1CCC(c2ccccc2)CC1 (stereo unspecified) | 7.1% | 7.1% | 17.4% | 13.2% | -10.5% | 14.4 | -4.4% |
| 48 | Cc1ccc(NC(=O)CSc2nc(C)c(C)c(C)n2)cc1S(=O)(=O)N1CCOCC1 | x | x | -11.9% | -19.9% | 61.1%[activator] | u | x |
| 49 | CCCCN(CC)C(=O)Cn1cc2c(n1)-c1c(oc(C(=O)N3CCCC3)c1C)CC2 | x | -10.7% | x | -0.3% | x | -10.5 | -7.1% |
| 50 | Cc1cc(Cl)c(S(=O)(=O)NC2CCCC2)cc1OCC(=O)NC1CCCCC1 | 13.3% | -2.2% | 5.6% | x | -0.7% | -90.1* | -6.0% |

Compound activity (PubChem BioAssay)
